Bioassay records (PubChem BioAssay)
Rac1 GTP hydrolysis – MgcRacGAP GTPase-activating activity inhibitors, confirmation, biochemical, ADP Hunter fluorescence; AID 624330, 2012; Rac GTPase-activating protein 1 (Homo sapiens); inhibition, % at 30 µM; hits with a dose series show IC50 in µM; hit rate 0.6% among 340,000; MgcRacGAP-stimulated Rac1 GTP hydrolysis, ADP Hunter fluorescence; higher % means a stronger effect; GST-tagged Rac1 F28L mutant substrate;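 active means first-screen hits whose inhibition reached a set limit at any dose in the follow-up dose series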;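 further: fluorescence reports GDP produced by GAP-driven GTP hydrolysis; strong numbers were not always called active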
UTI89 phage lysis – inhibition of K1F phage lysis, E. coli UTI89, bacterial capsule biogenesis inhibitors, alamar blue (AID 488966); inhibition, % at 100 µM, or IC50 in µM where a hit was titrated; E. coli UTI89 K1F phage lysis, alamar blue, 2 h; higher % means a stronger effect; hit rate 0.02% among 340,000;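 active means phage lysis inhibition, versus mean bacterial control, above a set limit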;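 further: capsule biogenesis inhibitors block K1F phage lysis so surviving cells raise fluorescence; higher fluorescence means more inhibition of phage lysis; actives were called in the ten point dose series up to 300 µM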
KOR beta-arrestin-1 – KOR agonists, beta-arrestin recruitment, primary screen, cell-based, luminescence, uHTS (AID 1777); Kappa-type opioid receptor (Homo sapiens); KOR beta-arrestin recruitment, luminescence; higher % means a stronger effect; activation, % at 10 µM; hits with a dose series show EC50 in µM; hit rate 0.02% among 280,000; in the data active means activation above about 50%, passing the limit was not always enough; further: a part of the inactive calls stands beside numbers as strong as those of hits
KOR beta-arrestin-2 – KOR antagonists, beta-arrestin recruitment, cell-based, luminescence, uHTS (AID 1778) | inhibition, % at 10 µM, or IC50 in µM where a hit was titrated | KOR beta-arrestin recruitment, luminescence, antagonist mode; higher % means a stronger effect | Kappa-type opioid receptor (Homo sapiens) | hit rate 0.091% among 290,000; in the data active means inhibition above about 50%; further: strong numbers were not always called active
NOD1 inhibition – NOD1 signaling inhibitors, primary screen, cell-based, luminescence, uHTS (AID 1578); NOD1-driven NF-kB luciferase reporter cells, luminescence; higher % means a stronger effect; hit rate 1% among 290,000; one-dose inhibition, % at 4 µM; EC50 in µM for titrated hits; in the data active means inhibition mostly above about 36%, no sharp cut-off; inactive means mostly below about 34%;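 further: HEK-293T reporter cells stimulated with the NOD1 agonist gamma-tri-DAP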
NTR1 ag – agonists of NTR1, primary screen, imaging, U2OS cells, beta-arrestin-GFP, high content (AID 493036); hit rate 0.17% among 330,000; activation, % at 20 µM; NTR1-U2OS beta-arrestin-GFP spot imaging, agonist mode;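 active means activation at or above 40% of the spot to cytoplasm intensity ratio, with at least 20 cells analyzed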;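 further: 0% = DMSO without peptide and 100% = 100 nM NTR1 peptide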
Target sequence (P30989 whole entry, looked up): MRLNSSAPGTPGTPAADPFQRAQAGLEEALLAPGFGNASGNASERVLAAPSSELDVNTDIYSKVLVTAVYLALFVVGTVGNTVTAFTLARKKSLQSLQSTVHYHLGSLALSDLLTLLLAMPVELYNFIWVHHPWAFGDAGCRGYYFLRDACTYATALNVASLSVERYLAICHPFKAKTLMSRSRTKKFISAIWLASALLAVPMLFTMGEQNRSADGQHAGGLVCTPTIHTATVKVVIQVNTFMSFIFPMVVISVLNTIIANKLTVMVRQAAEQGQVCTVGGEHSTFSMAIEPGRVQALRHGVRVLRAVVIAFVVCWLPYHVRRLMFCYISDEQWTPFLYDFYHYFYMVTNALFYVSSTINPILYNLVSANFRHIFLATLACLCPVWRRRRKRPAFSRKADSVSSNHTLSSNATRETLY
GPR55 LPI antagonism – GPR55 antagonists blocking LPI-driven arrestin recruitment, primary screen, imaging, U2OS, beta-arrestin-GFP, LPI agonist (AID 2013). G-protein coupled receptor 55 (Homo sapiens). U2OS GPR55 beta-arrestin-GFP translocation imaging, LPI antagonism; higher % means a stronger effect. inhibition, % at 10 µM; hits with a dose series show IC50 in µM. hit rate 0.13% among 290,000;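 active means spots per cell inhibited over 60%, with over 100 cells counted and total cytoplasm intensity under 500,000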;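 further: U2OS cells stably carrying GPR55 and arrestin-GFP stimulated by 5 µM LPI near EC80; imaged beta-arrestin-GFP aggregate spots per cell after agonist stimulation; plate controls were LPI-stimulated DMSO wells for no effect and DMSO wells without LPI for full effect; some results filed as inactive read as strong as hits; confirmed hits need IC50 under 10 µM and bright autofluorescent wells are also inconclusive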
GPR55 activation – GPR55 agonists via beta-arrestin recruitment, primary screen, imaging, U2OS cells, beta-arrestin-GFP redistribution (AID 1961); G-protein coupled receptor 55 (Homo sapiens); U2OS GPR55 beta-arrestin-GFP redistribution imaging; higher % means a stronger effect; one-dose activation, % at 10 µM; EC50 in µM for titrated hits; hit rate 0.048% among 290,000;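 active means activation above 40% with more than 50 cells counted in the well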;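 further: U2OS osteosarcoma cells stably expressing GPR55 and beta-arrestin-GFP; plate controls were DMSO negative control for no effect and LPI positive control for full effect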
GPR35 arrestin U2OS – GPR35 antagonists blocking zaprinast-driven arrestin recruitment, primary screen, imaging, U2OS, beta-arrestin-GFP, zaprinast agonist (AID 2058). G-protein coupled receptor 35 (Homo sapiens). U2OS GPR35 beta-arrestin-GFP translocation imaging, zaprinast antagonism; higher % means a stronger effect. one-dose inhibition, % at 10 µM; IC50 in µM for titrated hits. hit rate 0.052% among 290,000;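 active means inhibition of at least 50% with at least 30 cells and total cytoplasm GFP at most 10,000,000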
NTR1 ag cell count 20 µM – further read-out of NTR1 ag, marked with its call; cell count; measured here: cell count, cytotoxicity flag
Numbers without * were called inactive; i = inactive; x = no result given; [ ] = remark or other dose. An excerpt. The share of hits here may be higher or lower than overall.

SMILES	Rac1 GTP hydrolysis	UTI89 phage lysis	KOR beta-arrestin-1	KOR beta-arrestin-2	NOD1 inhibition	NTR1 ag	NTR1 ag cell count 20 µM	GPR55 LPI antagonism	GPR55 activation	GPR35 arrestin U2OS
COc1cc(C(=O)Nc2ccc3c(c2)ncn3C(C)(C)C)cc(OC)c1OC	5.2%	0.0%	-1.6%	-9.2%[20 µM]	-49.9%	0.5	42	-0.3%	-0.1%	-8.6%
NC(=O)c1cc2cc(Br)ccc2oc1=NCc1ccccc1	4.5%	-0.1%[50 µM]	0.7%	-40.2%	-29.2%	11.5	53	-16.6%	0.6%	4.9%
Cc1ccc(OCC(=O)Nc2cccc(S(=O)(=O)N3CCCCC3)c2)c([N+](=O)[O-])n1	5.6%	5.5%	-0.9%	16.4%	-19.9%	0.2	43	3.2%	-0.2%	-10.1%
CC(=O)N(c1ccc(Cl)cc1)c1nc(C)cc(C)c1C#N	2.9%	-0.1%	0.4%	-3.4%	-24.9%	-0.6	45	-0.5%	-0.2%	3.7%
O=C(CNC(=O)c1cc2c(n(-c3ccccc3)c1=O)CCCC2=O)c1ccccc1	-0.4%	0.9%	3.6%	8.2%	12.7%	-0.5	69	4.7%	-0.2%	-10.0%
COc1ccccc1CNC(=O)C(C)Sc1ccsc1[N+](=O)[O-] (stereo not given)	11.0%	0.0%	-6.9%	-6.1%	-14.6%	0.9	83	-0.6%	-0.5%	-2.4%
Cc1cc(Br)ccc1OCCOCCN1CCCC1	21.4%	1.4%	4.3%	-17.5%	-11.9%	-1.3	53	9.2%	-0.2%	3.9%
CN(CCOC(=O)c1ccc2c(c1)OCO2)C(C)(C)C	-37.0%	0.0%	-0.7%	-6.7%	-42.5%	1.9	45	-3.3%	0.1%	-1.5%
CC1CCCCN1C(=O)C(=O)c1cn(CC(=O)N2CCCC2)c2ccccc12 (stereo not given)	3.8%	0.1%	12.3%	-20.0%	10.1%	-0.3	49	-15.8%	-0.1%	1.8%
O=C(CCS(=O)(=O)Cc1ccccc1)N1CCc2ccccc2C1	12.2%	1.7%	-2.4%	30.6%	7.5%	-1.3	63	-10.7%	-0.1%	-14.3%
CCOC(=O)c1ccc(NC(=O)NCCc2ccccc2OC)cc1	13.8%	0.2%	x	-5.4%[20 µM]	41.0%	0.9	46	-2.6%	-0.1%	5.3%
COc1ccc(C(=O)N/N=C(\C)CC(=O)Nc2ccc(Cl)cn2)cc1	6.7%	0.6%	8.1%	19.0%	-1.2%	0.1	44	3.0%	-0.1%	-1.1%
CCSC1=N/C(=C\c2cccnc2)C(=O)N1c1ccccc1	2.1%	0.0%[50 µM]	-2.6%	19.5%	17.0%	4.5	58	-7.5%	-0.5%	4.3%
COc1ccc(S(=O)(=O)NNC(=O)c2ccccc2-n2cccc2)cc1	-7.0%	1.5%	-4.3%	22.7%	-32.0%	0.3	44	3.4%	-0.4%	8.5%
O=C(COc1ccc(S(=O)(=O)NC2CCCC2)cc1)NCC1CCCO1 (stereo not given)	7.5%	0.8%	-2.0%	-2.7%[20 µM]	-31.8%	-0.2	89	4.5%	-0.1%	0.1%

Pulled by compound from the list above (three):
SMILES	Rac1 GTP hydrolysis	UTI89 phage lysis	KOR beta-arrestin-1	KOR beta-arrestin-2	NOD1 inhibition	NTR1 ag	NTR1 ag cell count 20 µM	GPR55 LPI antagonism	GPR55 activation	GPR35 arrestin U2OS
Cc1ccc(OCC(=O)Nc2cccc(S(=O)(=O)N3CCCCC3)c2)c([N+](=O)[O-])n1	5.6%	5.5%	-0.9%	16.4%	-19.9%	0.2	43	3.2%	-0.2%	-10.1%
CCSC1=N/C(=C\c2cccnc2)C(=O)N1c1ccccc1	2.1%	0.0%[50 µM]	-2.6%	19.5%	17.0%	4.5	58	-7.5%	-0.5%	4.3%
NC(=O)c1cc2cc(Br)ccc2oc1=NCc1ccccc1	4.5%	-0.1%[50 µM]	0.7%	-40.2%	-29.2%	11.5	53	-16.6%	0.6%	4.9%

(more compounds)
SMILES	Rac1 GTP hydrolysis	UTI89 phage lysis	KOR beta-arrestin-1	KOR beta-arrestin-2	NOD1 inhibition	NTR1 ag	NTR1 ag cell count 20 µM	GPR55 LPI antagonism	GPR55 activation	GPR35 arrestin U2OS
CC1(C)C(=O)C2(CCCCC2)C(=O)OC1c1cccn1-c1ccc([N+](=O)[O-])cc1 (stereo not given)	1.6%	-0.3%	-1.4%	13.0%	-33.8%	-0.5	73	9.0%	-0.5%	-8.2%
Cc1nc2sccn2c1-c1csc(NCc2ccccc2)n1	17.4%	0.3%	4.2%	-76.9%	-1.7%	1.0	53	-18.0%	0.3%	5.9%
CCSc1nnc(-c2ccc(Cl)cc2)c2ccccc12	0.1%	0.6%	3.8%	7.5%	19.2%	2.5	51	x	0.0%	-4.3%
O=C1c2ccccc2C(=O)N1CCCCSc1nnc2c(Cl)cc(Cl)cn12	5.7%	0.2%	0.9%	-53.1%	-7.9%	0.7	50	8.5%	0.2%	-6.2%
COC(=O)[C@H](Cc1ccccc1)NC(=O)NCc1ccccc1OC	1.7%	-0.6%	0.3%	14.2%	3.3%	-1.1	54	-2.6%	0.2%	-6.9%
COC(=O)C(Cc1ccc(OC(=O)c2ccc(C)cc2)cc1)N1Cc2ccccc2C1=O (stereo not given)	6.1%	0.2%	-3.6%	8.7%	-12.4%	-0.4	39	3.4%	-0.4%	-7.6%
CC(C)(C)c1cn(-c2ccc(F)cc2)c(=S)[nH]1	-2.1%	-0.3%	-2.3%	21.3%	-14.0%	0.5	89	-2.0%	-0.1%	-1.7%
O=S(=O)(c1cccc(-c2nnco2)c1)N1CCOCC1	-1.7%	0.0%	2.8%	18.6%	-43.2%	0.6	68	7.4%	-0.5%	1.9%
CN(Cc1cnn(C)c1)C(=O)CC1C(=O)NCCN1Cc1cccc(Oc2ccccc2)c1 (stereo not given)	7.0%	0.2%	x	1.2%	-2.9%	1.9	43	-11.7%	0.8%	10.1%
COc1cc2nc(=S)n3[nH]c(CCn4nc(C)cc4C)nc3c2cc1OC	23.2µM*	0.1%	-6.2%	-1.1%	-12.9%	7.7	78	2.5%	-0.1%	-0.7%
COc1ccc(S(=O)(=O)NCc2ccc(C(=O)NCCCN3CC(C)CC(C)C3)cc2)cc1 (stereo not given)	-1.7%	0.0%	-0.2%	-5.5%	6.3%	-0.1	47	0.2%	-0.2%	2.8%
O=C(NNC(=O)c1ccncc1)c1ccccc1	8.2%	0.1%	1.3%	0.0%	-10.1%	0.4	80	11.0%	0.0%	-4.9%
Cc1noc(NS(=O)(=O)c2ccc(NC(=O)CSc3nc4c(cc3C#N)CCC4)cc2)c1C	2.1%	i	-3.4%	24.6%	-8.2%	1.7	55	4.4%	0.3%	-14.3%
COc1cccc(NC2=NCCCCC2)c1	1.3%	0.4%	-0.3%	6.8%	-14.5%	0.5	34	6.9%	-0.1%	11.0%
CCOC(=O)n1c(=O)n(Cc2cccc(F)c2)c2ccccc21	7.2%	5.4%	6.5%	-32.0%	11.0%	-0.3	51	-0.8%	-0.6%	-16.2%
Cc1cc(NC(=O)CSc2nnc(-c3ccccc3)o2)no1	5.9%	0.1%	-8.4%	16.7%	-30.2%	0.9	64	0.2%	-0.3%	-5.0%
Cc1ccc(C(=O)OCC(=O)NC2CCCC2)cc1	5.8%	0.2%	-3.8%	4.0%	-7.3%	-1.2	70	-0.7%	0.0%	-0.9%
Cn1c(=O)c2c(ncn2CC(=O)OCC(=O)c2ccc(F)c(F)c2)n(C)c1=O	0.8%	0.1%	5.2%	3.6%	14.6%	0.7	54	11.6%	0.0%	1.4%
O=c1c2ccccc2nc2c3ccccc3c(NCc3cccnc3)nn12	3.4%	-0.3%	-1.4%	-14.6%	-39.9%	-1.0	49	-0.8%	0.1%	-5.1%
Cn1c(=O)[nH]c(=O)c2c1nc(N1CCOCC1)n2CCCSc1ncccn1	10.7%	0.1%	-2.4%	-28.8%	4.1%	-1.4	44	-11.9%	-0.2%	-17.6%
COc1ccc(/C=C2\CCC(C3CCCC3)C2=O)cc1 (stereo not given)	x	-0.1%	-3.2%	-18.2%	-3.8%	0.5	85	1.3%	-0.3%	-5.7%
Cc1cc(C)c2nc(SCC(=O)N3CCCCC3)c(C#N)cc2c1	8.5%	4.0%	24.4%	-95.7%	-31.3%	x	x	-4.1%	-1.0%	8.3%
CCOC(=O)c1sc(NC(=O)CSc2nncn2C)nc1C	2.0%	1.0%	-1.8%	3.2%	-34.6%	-1.3	87	-3.7%	-0.3%	-0.6%
Cc1cc(NC(=O)c2ccc3c(c2)C(=O)N(Cc2ccccc2)C3=O)no1	7.0%	-0.2%	-4.8%	1.7%	-4.7%	2.3	92	32.7%	-0.3%	-2.1%
CN(C)C(CNC(=O)c1cc(Br)ccc1Cl)c1ccco1 (stereo not given)	6.3%	1.1%	4.3%	-54.6%	-12.8%	-0.7	47	-1.2%	-0.2%	12.2%
O=C(COc1ccccc1[N+](=O)[O-])Nc1ccc2oc(=O)ccc2c1	9.9%	0.8%[50 µM]	-1.4%	-5.3%	-38.1%	-1.1	51	21.1%	0.0%	26.3%
COc1cccc(/C=C/C(=O)OCC(=O)c2c[nH]c3ccccc23)c1OC	2.9%	2.6%	-1.6%	-4.8%	28.8%	6.4	58	2.6%	0.0%	-6.8%
CC(C)(C)NC(=O)NC(=O)CSc1ncn[nH]1	4.0%	-0.1%	-7.7%	22.2%	-24.0%	-0.4	46	-7.0%	-0.4%	17.5%
CCCCOCCCNc1ncnc2c1[nH]c1ccccc12	15.1%	-0.2%	0.6%	18.4%	65.9%*	4.4	77	5.0%	0.0%	-14.7%
